VHR inh abs: inhibitors of human VHR1 phosphatase (DUSP3); P51452; recombinant VHR phosphatase, pNPP absorbance; inhibition, % at 13.3 µM; actives 0.52% (n = 290,000); AID 1654; in the data active = inhibition above about 50%; note: some compounds called inactive have numbers as strong as hits
Target sequence (P51452 whole entry, looked up): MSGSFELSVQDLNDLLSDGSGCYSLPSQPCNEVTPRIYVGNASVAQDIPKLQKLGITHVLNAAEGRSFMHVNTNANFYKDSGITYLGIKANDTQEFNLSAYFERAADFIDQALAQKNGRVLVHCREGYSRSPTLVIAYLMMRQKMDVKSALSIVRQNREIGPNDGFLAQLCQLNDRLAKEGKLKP
CCHFV vOTU inh: blocks the CCHF virus ovarian tumor domain protease; CCHFV vOTU protease, Pep-AMC fluorescence; inhibition, % at 11.5 µM; actives 0.55% (n = 370,000); in the data active = inhibition above about 30%; note: 0% = vehicle wells with enzyme and 100% = no enzyme wells
Rv3671c inh: Rv3671c (M. tuberculosis) protease inhibition | inhibition, % at 5.96 µM | P9WHR9 | actives 0.048% (n = 320,000) | AID 2606; in the data active = inhibition above about 38%;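 note: extracellular domain of Rv3671c used as enzyme; 0% = enzyme with DMSO and 100% = no enzyme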
Target sequence (P9WHR9 whole entry, looked up, the tested form may be a part): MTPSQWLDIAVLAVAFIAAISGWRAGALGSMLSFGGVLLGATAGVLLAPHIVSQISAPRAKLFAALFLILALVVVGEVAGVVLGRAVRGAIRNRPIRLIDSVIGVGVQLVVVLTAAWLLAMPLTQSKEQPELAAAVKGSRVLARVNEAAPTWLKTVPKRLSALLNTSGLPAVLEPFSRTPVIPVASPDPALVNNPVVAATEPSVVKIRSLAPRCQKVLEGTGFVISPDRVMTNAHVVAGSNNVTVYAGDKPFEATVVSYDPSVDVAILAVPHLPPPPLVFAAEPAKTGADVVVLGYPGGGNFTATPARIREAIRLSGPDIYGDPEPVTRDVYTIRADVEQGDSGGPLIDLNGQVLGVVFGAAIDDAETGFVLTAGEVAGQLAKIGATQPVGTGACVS
SARS 3CLpro inh: SARS-CoV 3CLpro protease inhibition; P0C6X7; inhibition, % at 6 µM; recombinant SARS-CoV 3CLpro, quenched FRET peptide cleavage; actives 0.14% (n = 290,000); in the data active = inhibition above about 12%
BoNT A protease: inhibitors of Botulinum neurotoxin A light chain protease | actives 0.17% (n = 360,000) | AID 588499 | multiplex microsphere protease substrate cleavage, flow cytometry | inhibition, % at 10 µM; note: plate controls were buffer without enzyme for full effect and enzyme alone for no effect
Anthrax LF prot: blocks Bacillus anthracis lethal factor protease; P15917; AID 588501; inhibition, % at 10 µM; actives 0.12% (n = 360,000); multiplex microsphere protease cleavage assay, LF; note: plate controls were buffer without enzyme for full effect and enzyme alone for no effect
PrPC TRFRET: cell surface PrPC inhibition, primary TR-FRET screen. actives 0.43% (n = 370,000). AID 720596. inhibition, % at 13.8 µM. TR-FRET read-out; in the data active = inhibition above about 24%; note: 0% = median of the test wells and 100% = reference compound wells
BoNT-F LC inh: inhibitors of Botulinum neurotoxin F light chain protease | AID 588497 | Multiplex microsphere protease cleavage assay, flow cytometry | actives 0.22% (n = 360,000) | inhibition, % at 10 µM; in the data active = inhibition above about 35%, passing the limit was not always enough; inconclusive = no clear call, values can overlap the other calls; note: plate controls were buffer without enzyme for full effect and enzyme alone for no effect
MazEF act: activators of E. coli MazEF toxin-antitoxin RNase. AID 504720. P0AE70. actives 0.32% (n = 350,000). activation, % at 20 µM. FAM/BHQ RNA-DNA oligo cleavage fluorescence, 5 h; in the data active = activation above about 50%
Target sequence (P0AE70 whole entry, looked up): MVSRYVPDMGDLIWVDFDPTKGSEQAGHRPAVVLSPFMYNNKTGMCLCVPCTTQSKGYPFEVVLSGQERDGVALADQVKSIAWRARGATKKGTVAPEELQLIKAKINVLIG
SSB-PriA inh: K. pneumoniae PriA-SSBct interaction inhibition; AlphaScreen SSBct-PriA binding, biotinylated peptide; inhibition, % at 33 µM; actives 0.6% (n = 430,000); AID 1272365; in the data active = inhibition mostly above about 37%, no sharp cut-off; inactive = mostly below about 20%;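 note: plate controls were negative control peptide for no effect and reference peptide for full effect; strong numbers were not always called active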
An asterisk follows results filed as active; ? = inconclusive; nt = not tested or not shown. Cut-off read from the data, not from the text of the source, unless noted: active = inhibition above about 30%; inconclusive = no clear call, values can overlap the other calls; inactive = below that. A portion of the library; the hit share may differ from the screen's.

SMILES	VHR inh abs	CCHFV vOTU inh	Rv3671c inh	SARS 3CLpro inh	BoNT A protease	Anthrax LF prot	PrPC TRFRET	BoNT-F LC inh	MazEF act	SSB-PriA inh
[O-]/C(=C(\C(=S)NCc1ccccc1)[n+]1ccccc1)c1ccc(Cl)cc1	11	17	-12	1	17	2	12	-18	3	8
Cc1cc(=O)nc2c3ccccc3n(CC(=O)NCCCN3CCCC3=O)n12	1	8	3	4	0.9	2	-3	1	-7	5
O=C(CN1CCN(S(=O)(=O)c2ccc3ccccc3c2)CC1)Nc1ccc(N2CCOCC2)cc1	43	-15	-8	3	-0.8	-1	2	-5	1	7
O=C(CCCNC(=O)c1ccc(Cl)cc1)Nc1cccc(F)c1	-3	9	2	-6	0.0	2	6	-1	11	-12
CCn1cc(C(=O)N2CCc3ccccc32)c(=O)c2cc(S(=O)(=O)N3CC(C)CC(C)C3)ccc21 (configuration not stated)	29	10	-7	-1	-0.6	0	6	-4	-4	8
CC1CCc2sc3ncnc(N4CCN(CCO)CC4)c3c2C1 (configuration not stated)	24	9	-7	4	0.4	-11	-5	-14	8	-1
C=CCn1c(SCC(=O)N2CCOCC2)nc2ccccc2c1=O	48	2	-4	-2	-1.2	-3	1	1	0	-18
COc1ccc(CCNC(=O)c2cc3c(=O)n4ccccc4nc3n(Cc3ccco3)c2=N)cc1OC	20	-10	1	-7	-1.8	-2	-26	-6	10	10
Cc1cc(C(=O)COc2ccc(F)cc2Br)c(C)n1C	15	-8	-4	3	-0.7	2	2	-8	-13	3
O=C(NCC(=O)N(c1ccc(F)cc1)C(C(=O)NC1CCCC1)c1cccnc1)c1ccco1 (configuration not stated)	12	4	-4	1	-1.1	-3	2	6	-11	-2
Cc1csc(C)[n+]1CC(=O)c1ccccc1	-12	-11	-2	4	-0.9	8	4	48*	-24	-6
COc1cc2c(cc1OC)/C(=C/c1ccc(Br)cc1)C(=O)OC2	-4	13	-14	0	-0.7	-2	0	3	-7	-8
O=C(COC(=O)CCCc1nc2ccccc2s1)Nc1ncc(Cl)cc1Cl	39	2	-9	-2	0.5	1	2	10	0	-9
S=C(NCc1cccnc1)NCc1cccnc1	8	5	-7	3	0.2	-2	-3	2	-3	1
C[C@H]1CN=C(N(C)C)N1CCC1CCCC1	nt	-4	-4	nt	-0.4	8	-1	0	-15	-3
O=C(COc1ccccc1)NNc1nc2ccccc2s1	14	-1	10	4	-1.3	-14	0	?	-4	-3
COc1ccc(N2CCN(S(=O)(=O)c3cc(Br)cnc3N)CC2)cc1	2	-9	-3	7	-1.8	-5	4	-12	1	-12
COc1ccc(CNC(=O)c2sc(=O)n(Cc3ccc(C)cc3)c2C)cc1OC	nt	-3	nt	nt	-0.3	-11	8	0	nt	nt
CCOc1ccc(NC(=O)CN2CCN(C(=O)C3CCCO3)CC2)cc1 (configuration not stated)	15	-6	0	-1	-2.8	0	1	-6	6	-21
COc1ccccc1CC(=O)NNS(=O)(=O)c1cccc([N+](=O)[O-])c1	2	5	8	3	-3.6	7	-19	-21	4	-6
COc1ccc(N/C=C(\C#N)S(=O)(=O)c2ccc(OC)cc2)cc1	-12	-2	-5	6	-0.2	9	2	5	-2	4
O=C(O)CN1C(=O)C2C3CC(C2C1=O)C1C(c2ccc(F)cc2)c2sc(=O)[nH]c2SC31 (configuration not stated)	23	-14	4	3	0.0	0	-3	-3	-5	-10
COc1cc(/C=C/C(=O)OCC(=O)Nc2c(C)n(C)n(-c3ccccc3)c2=O)ccc1OCC#N	26	-7	4	-1	0.0	1	-6	-5	7	-12
O=C(N/N=C/C=C\c1ccccc1[N+](=O)[O-])c1cc(-c2ccc3ccccc3c2)n[nH]1	52*	-4	nt	-2	-0.2	0	0	6	6	nt
CC(/C=N/NC(=O)c1cc(-c2ccncc2)nc2ccccc12)=C\c1ccco1	8	nt	6	2	1.2	-6	nt	-1	-5	nt

Given with each value named: entries from further up.
O=C(CCCNC(=O)c1ccc(Cl)cc1)Nc1cccc(F)c1
  VHR inh abs = -3; CCHFV vOTU inh = 9; Rv3671c inh = 2; SARS 3CLpro inh = -6; BoNT A protease = 0.0; Anthrax LF prot = 2; PrPC TRFRET = 6; BoNT-F LC inh = -1; MazEF act = 11; SSB-PriA inh = -12
Cc1csc(C)[n+]1CC(=O)c1ccccc1
  VHR inh abs = -12; CCHFV vOTU inh = -11; Rv3671c inh = -2; SARS 3CLpro inh = 4; BoNT A protease = -0.9; Anthrax LF prot = 8; PrPC TRFRET = 4; BoNT-F LC inh = 48*; MazEF act = -24; SSB-PriA inh = -6

Compounds listed so far that contain a nitro group on carbon, in the order listed:
SMILES	VHR inh abs	CCHFV vOTU inh	Rv3671c inh	SARS 3CLpro inh	BoNT A protease	Anthrax LF prot	PrPC TRFRET	BoNT-F LC inh	MazEF act	SSB-PriA inh
COc1ccccc1CC(=O)NNS(=O)(=O)c1cccc([N+](=O)[O-])c1	2	5	8	3	-3.6	7	-19	-21	4	-6
O=C(N/N=C/C=C\c1ccccc1[N+](=O)[O-])c1cc(-c2ccc3ccccc3c2)n[nH]1	52*	-4	nt	-2	-0.2	0	0	6	6	nt

Next section.
SMILES	VHR inh abs	CCHFV vOTU inh	Rv3671c inh	SARS 3CLpro inh	BoNT A protease	Anthrax LF prot	PrPC TRFRET	BoNT-F LC inh	MazEF act	SSB-PriA inh
COc1ccc(S(=O)(=O)N2CCCCCC2)cc1C(=O)NCCc1ccc(F)cc1	nt	2	-4	nt	-0.5	-6	-10	-4	2	-16
CCCc1cc(=O)oc2cc(Oc3ncccn3)ccc12	10	-18	4	4	0.1	-5	-6	0	0	-11
COc1ccc(CCNC(=O)COc2ccc(S(=O)(=O)N3CCOCC3)cc2)cc1	6	5	1	-2	0.4	-5	3	-14	15	-7
Cc1nc2ccccc2n1CCOc1ccc(F)cc1	13	-12	nt	3	nt	nt	6	nt	-11	-16
O=C(N/N=C\c1cccc(Cl)c1)c1ccc(Cn2cc(Br)c([N+](=O)[O-])n2)o1	-17	-7	-37	3	-0.3	-1	-13	-1	19	nt
C=CCn1c(=O)c2c(nc(-n3nc(C)cc3C)n2C)n(C)c1=O	-24	1	nt	3	-6.2	-11	-5	-16	-13	-15
CC(=O)c1ccc(OCc2cn(CC(=O)c3ccc(O)cc3)nn2)cc1	nt	6	nt	nt	-0.3	-5	17	-7	10	-10
O=c1c(-c2ccc(Cl)cc2)coc2c(CN3CCCCC3)c(O)ccc12	25	-29	-3	4	-0.4	3	-13	-21	5	9
CC(C)n1cnc2c(oc3ccccc32)c1=O	-2	-2	nt	-1	-2.8	13	0	-17	1	-14
CC(=O)NC(c1ccc(F)c(F)c1)c1nc(-c2cccc(F)c2)cs1 (configuration not stated)	nt	-1	nt	nt	0.1	-4	5	-2	nt	nt
CC1(C)NC(=O)N(CC(O)COc2ccc(-c3ccccc3)cc2)C1=O (configuration not stated)	21	7	-2	-6	-1.1	-9	-3	-39	-4	-7
Cc1ccccc1CSc1nsc(N)n1	44	nt	8	-1	-2.1	-11	nt	-10	6	2
COc1ccc2occ(C(=O)c3coc4ccc(O)c(CN(C)C)c34)c2c1	21	4	-1	-1	0.2	-1	-8	-3	29	25
COC(=O)c1ccc(N2CCN(c3ccccc3)CC2)c(N)c1	38	2	-2	-5	-3.4	-2	2	1	6	-10
CC(=O)c1ccc(NC(=O)Nc2ccc(Br)cc2C)cc1	18	8	-9	0	1.2	-1	1	-2	21	-11
CCn1c(SCc2ccc(Cl)c(Cl)c2)nnc1C(C)NC(=O)c1ccc(OC)cc1 (configuration not stated)	-10	-19	9	1	0.5	3	3	12	16	-4
N#Cc1ccccc1Sc1ccccc1C(=O)OCc1nnc(-c2ccccc2)o1	13	10	-12	4	0.1	-2	2	-6	-3	-9
O=C(NCCc1ccccc1)c1ccc2nc3cc(Cl)ccc3c(=O)n2c1	27	1	-8	-3	2.5	0	-2	-3	-11	-6
COc1ccc(C(=O)N2CCN(c3ccc(NC(=O)c4cccnc4)cc3)CC2)cc1	23	7	7	7	0.1	4	2	-4	-8	-6
CCOC(=O)[C@H]1[C@H]2COc3ccc(C)cc3[C@@H]2N2C(=O)c3cc(F)ccc3NC(=O)[C@@]12C	nt	10	-4	nt	-0.5	0	5	-9	2	0
COc1cccc(NC(=O)C(=O)NCCc2ccc(F)cc2)c1	9	-4	-1	-1	-1.9	-13	2	?	-5	-11
O=C(NC(=S)N1CCCc2ccccc21)c1ccc(Br)cc1	0	3	-7	2	22	12	8	-3	15	32
S=c1nc(-c2ccccc2)c(-c2ccccc2)n[nH]1	1	-6	-2	1	-0.1	4	-6	-15	-10	8
COc1ccc(-c2[nH]ncc2CN2CCN(c3ccccn3)CC2)c(OC)c1	25	-17	4	-1	0.6	-6	-10	-1	4	-13
CCCNC(=O)C1(C)CCCN(C(=O)CN2C(=O)c3ccccc3C2=O)C1 (configuration not stated)	nt	5	nt	nt	-0.4	-8	0	1	nt	nt
Cc1cccc2sc(NC(=O)CCn3cccc3)nc12	6	7	-4	5	-1.9	-1	1	-6	3	5
CCOc1ccc(NC(=O)NCCCSC2CCCCC2)cc1	10	9	-9	-6	-0.3	1	0	0	-4	-13
CCOC(=O)c1cnc(-n2nc(C)cc2C)nc1N1CCOCC1	0	2	-2	-3	0.0	-3	-7	0	11	16

3 entries from above, as a markdown table.
| molecule | VHR inh abs | CCHFV vOTU inh | Rv3671c inh | SARS 3CLpro inh | BoNT A protease | Anthrax LF prot | PrPC TRFRET | BoNT-F LC inh | MazEF act | SSB-PriA inh |
| --- | --- | --- | --- | --- | --- | --- | --- | --- | --- | --- |
| CCOC(=O)[C@H]1[C@H]2COc3ccc(C)cc3[C@@H]2N2C(=O)c3cc(F)ccc3NC(=O)[C@@]12C | nt | 10 | -4 | nt | -0.5 | 0 | 5 | -9 | 2 | 0 |
| COc1cccc(NC(=O)C(=O)NCCc2ccc(F)cc2)c1 | 9 | -4 | -1 | -1 | -1.9 | -13 | 2 | ? | -5 | -11 |
| O=C(NC(=S)N1CCCc2ccccc21)c1ccc(Br)cc1 | 0 | 3 | -7 | 2 | 22 | 12 | 8 | -3 | 15 | 32 |

Copied from the list.
CC(=O)c1ccc(OCc2cn(CC(=O)c3ccc(O)cc3)nn2)cc1 in CCHFV vOTU inh is entered as 6
Cc1ccccc1CSc1nsc(N)n1 in Anthrax LF prot is entered as -11

Source: PubChem BioAssay
